# ATXN2 expr inh – Primary qHTS for Inhibitors of ATXN expression. HEK-293 ATXN2-luciferase reporter, luminescence, 24 h. Potency, µM (titrated, usually from 57 µM), without a hit: top-dose activity change, negative = inhibition, actives largely listed as inhibitors. 0.72% of 360,000 active; note: potency is the fitted concentration of half-maximal effect; % is set by controls: 0 for no effect and ±100 for the full control effect; nearly all actives have a fitted effect of over 55% in size
#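 ATXN2-luciferase reporter cells (luciferase flanked by upstream and downstream ATXN2 gene portions) were treated 24 h at 37 °C with compounds at up to 57 uM. SteadyGlo luminescence gave expression; GF-AFC fluorescence gave viability.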
# HepG2 viability – qHTS for Inhibitors of TGF-b: Cytotox Counterscreen | HepG2 CAGA-GFP viability, ATP luminescence, 18 h | Potency, µM (series often up to 46.1 µM), for inactives: top-dose activity change, negative = cytotoxicity, usual class: cytotoxic | 0.76% of 410,000 active; note: potency is the fitted concentration of half-maximal effect; some results filed as inactive show a strong effect at the top dose
#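 CellTiter-Glo luminescence gave cytotoxicity after 18 hours at 37 degrees C. The cells were HepG2 CAGA-GFP in 1% FBS DMEM, stimulated with 500 pg/mL TGF-beta after compound addition. %Activity was normalised to no-cell wells (complete cell-killing) and DMSO (no toxicity), and curves were fitted and classified.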
# MCF10A rereplic – A quantitative high throughput screen for small molecules that induce DNA re-replication in MCF 10a normal breast cells | MCF 10A DNA re-replication, Hoechst nuclear intensity, 48 h | Potency, µM (series often up to 46.1 µM), for the others: at the top dose activity, positive = re-replication, most hits filed as activators | 2.9% of 350,000 active | AID 624296, 2012; note: potency is the fitted concentration of half-maximal effect; % of control where 0% means no effect; nearly all actives have a fitted effect of over 50% in size
# TGFb SMAD3 inh – qHTS for Inhibitors of TGF-b | HepG2 CAGA-GFP TGF-b/SMAD3 reporter, GFP fluorescence, 18 h; TGF-beta stimulated, 500 pg/mL final | Potency, µM (titrated, usually from 46.1 µM), inactives show top-dose activity, negative = inhibition, usual class: inhibitors | 1.2% of 410,000 active; note: potency is the fitted concentration of half-maximal effect; % is set by controls: 0 for no effect and ±100 for the full control effect; nearly all actives have a fitted effect of over 65% in size
#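 TGF-beta reporter screen: HEPG2 CAGA-GFP, 1% FBS, 500 pg/mL TGF-beta final, 18 h; per-cell GFP summed per well; curves fitted and categorized by class.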
# Nrf2 inh – Nrf2 qHTS screen for inhibitors | 2.1% of 360,000 active | A549 ARE-Fluc reporter, luciferase luminescence, 18-24 h | Potency, µM (top dose mostly 46 µM), for inactives: at the top dose activity change, negative = inhibition, actives largely listed as inhibitors; note: potency is the fitted concentration of half-maximal effect; % is set by controls: 0 for no effect and ±100 for the full control effect; nearly all actives have a fitted effect of over 60% in size
#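 Reporter: ARE-Fluc in A549. Exposure: 18-24 h, 37 °C, 5% CO2, 5% FBS OPTI-MEM. Readouts: fluorescent cytotoxicity (CellTiter-Fluor), then luminescent Nrf2 signal after BugLite.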
# Nrf2 ARE act – qHTS of Nrf2 Activators; AID 624171, 2012; 0.31% of 410,000 active; AREc32 ARE-luciferase reporter (MCF7-derived line), luminescence, 24 h; Potency, µM (titrated, usually from 46.1 µM), inactives show at the highest dose activation, most hits filed as activators; note: potency is the fitted concentration of half-maximal effect; % of control where 0% means no effect; nearly all actives have a fitted effect of over 65% in size
#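 Quantitative high-throughput format: AREc32 reporter cells, 1000 per well, received compound by pin transfer and were incubated 24 hr at 37 deg C, 5% CO2, before Steady-Glo luminescence detection.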
# ATXN viability – Viability Counterscreen for Primary qHTS for Inhibitors of ATXN expression; AID 651635, 2014; 0.49% of 400,000 active; Potency, µM (doses to about 56.7 µM), most hits filed as cytotoxic; S2 cells (HEK-293 line with an ATXN2-luciferase reporter) viability, CellTiter-Fluor protease fluorescence, 24 h; note: potency is the fitted concentration of half-maximal effect; nearly all actives have a fitted effect of over 40% in size
# IL1B secr inh – qHTS for Inhibitors of Inflammasome Signaling: IL-1-beta AlphaLISA Primary Screen; activity change, % at 57.5 µM; THP-1 LPS/ATP IL-1B secretion, AlphaLISA, 16 h; stronger effect = lower value; 4.7% of 360,000 active; in the data active = activity change below about -50%; inconclusive = mostly about -30% to -49%; note: % is set by controls: 0 for no effect and ±100 for the full control effect
#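 Secreted IL-1B measured by AlphaLISA bead assay after 16 h compound exposure of THP-1 cells; compounds (final up to 57.5 uM) added 1 h before LPS (250 ng/mL) and ATP (1.25 mM) stimulation; lower signal means less secretion.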
# A549 viability – Nrf2 qHTS screen for inhibitors: counterscreen for cytotoxicity; AID 504648, 2011; 0.16% of 390,000 active; A549 ARE-Fluc cells, CellTiter-Fluor viability, 18-24 h; Potency, µM (top dose mostly 46 µM), without a hit: at the top dose activity change, negative = cytotoxicity, actives largely listed as inhibitors; note: potency is the fitted concentration of half-maximal effect; % is set by controls: 0 for no effect and ±100 for the full control effect
#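 A549 ARE-Fluc cells in 5% FBS OPTI-MEM, 5000 cells/well, rested 2 h then exposed to compounds in concentration-response for 18-24 h at 37 °C. Viability by CellTiter-Fluor fluorescence (Ex 405/Em 525) after 30 min; luciferase luminescence (BugLite, 15 min, RT) read afterwards.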
# Starred values were filed as active, the others as inactive; i = inactive; ? = inconclusive; . = no result given; & = joins results of further samples; [ ] = remark or other dose. Unless noted, calls come from the whole dose curve; as a rule, active = well fitted curve in the direction sought with a large enough effect; inconclusive = small, poorly fitted or top-dose-only effect, or another doubt; inactive = no such curve, though single readings can be large; an effect the other way counts as inactive or inconclusive.
canonical_smiles | ATXN2 expr inh | HepG2 viability | MCF10A rereplic | TGFb SMAD3 inh | Nrf2 inh | Nrf2 ARE act | ATXN viability | IL1B secr inh | A549 viability
CC(=O)c1c(C)n(CC2CCCO2)c2ccc(O)cc12 (centres undefined) | 4% | 4% | ? | -3% | -3% | 0.1% | i | 12 | 4%
Cc1ccc(S(=O)(=O)NCC2CCC(C(=O)N3CCC4(CC3)OCCO4)CC2)cc1 (centres undefined) | 0% | -12% | 1% | 3% | -3% | -0.1% | i | -4 | -2%
CN(Cc1cccc(-c2ccncc2)c1)C(=O)Oc1ccc([N+](=O)[O-])cc1 | 25µM* | . | . | . | . | 4.5% | 32µM* | -26 | .
Cc1ccc(-n2c(/C=C/c3cc(Br)cs3)nc3ccccc3c2=O)cc1 | . | -22% | . | -17% | . | 0.3% | . | . | -15%
Cc1c(CCNS(=O)(=O)c2ccccc2)sc2nc(-c3ccc(Cl)cc3)nn12 | . | -20% | . | 13µM* | . | -1.3% | . | . | -21%
Cc1[nH]c2ccccc2c1C1=CCNCC1 | 6% | -4% | 23% | ? | . | 0.1% | i | -1 | 0%
Cc1ccc(NC(=O)N(Cc2ccc3c(c2)OCO3)C2CCN(Cc3ccccc3)CC2)cc1C | ? | -24% | . | ? | 25% | 11% | ? | . | -18%
COc1ccc(CNc2oc(-c3cccc4ccccc34)nc2P(=O)(OC)OC)cc1 | . | -7% | 21µM* | ? | ? | -0.5% | i | -24 | -5%
CC(C)(O)C1C2OC(=O)C1C1(O)CC3OC34C(=O)OC2C14C (centres undefined) | 2% | -1% | -24%&1% | 1% | -15% | -0.2% | i | 13 | -2%
COc1ccc(N=Nc2c(O)[nH]c(=S)[nH]c2=O)cc1 | -5% | -8% | 3% | 19% | 25% | 5.8% | ? | -7 | -15%
CC(NCc1ccc(Cl)c(Cl)c1)C(O)c1ccccc1 (centres undefined) | 0% | -40% | -6% | ? | -10% | 2.5% | i | ? | -25%
Cc1[nH]c2ccccc2c1CN1CCCCC1 | -7% | -14% | 1% | -36% | 16% | 5.0% | i | -11 | 9%
O=C1NC(=O)C2(CCN(S(=O)(=O)c3ccccc3)CC2)C(=O)N1 | 0% | -14% | 0% | 7% | ? | -0.7% | i | -7 | 12%
COC(=O)C1=C(c2ccc(F)cc2OCc2ccccc2)C[C@@H]2CC[C@H]1N2C(=O)NCc1ccc(C(C)(C)C)cc1 | -3% | -13% | 12% | 2% | ? | -0.1% | i | -29 | -10%
N#CC12CNCC1CN=N2 (centres undefined) | . | -4% | -1% | -3% | -17% | 0.0% | ? | 3 | -7%
Cc1ccc(OCC(=O)N2CCN(C)CC2)c(Br)c1 | 36%[activator] | 6% | 0% | 20% | 23% | 3.2% | i | -12 | -5%
CCCCn1nnnc1C(C1CC1)N1CCC2(CC1)C(=O)NCN2c1ccccc1 (centres undefined) | -7% | -1% | . | ? | . | 0.0% | ? | 3 | .
CCNc1nc2[nH]c(=O)c3c(c2s1)OC(N)=C(C#N)C3c1cccs1 (centres undefined) | 2% | -3% | -7% | -2% | 4% | 2.9% | i | -64* | -2%
C=Cn1ccnc1P(=S)(c1nccn1C=C)C1CCCCC1 | -1% | -37% | -4% | -4% | ? | -0.1% | i | -2 | -2%
Oc1ccccc1-[n+]1c(-c2ccccc2)cc(-c2ccccc2)cc1-c1ccccc1 | ? | -40% | -7% | ? | -1% | 5.3% | ? | ? | -7%
COC(=O)C1=C(c2ccc(OCc3ccccc3)cc2)C[C@@H]2CC[C@H]1N2C(=O)NCc1ccc(Cl)cc1 | -22% | -6% | . | ? | . | -0.4% | ? | 4 | .
COc1cccc(C(=O)C2CCCN(Cc3cccc4c3OCO4)C2)c1 (centres undefined) | . | -20% | -4% | -4% | ? | -0.4% | i | 4 | -8%
C=C1C(C)C2C(Cc3ccccc3)NC(=O)C23OC(=O)/C=C/C(O)CCCC(C)C/C=C/C3C1O (centres undefined) | -11% | -33% | 6.5µM* | -10% | ? | 0.6% | ? | 22 | ?
OCC(Br)CBr (centres undefined) | 2% | -11% | 7% | 3% | -6% | -1.7% | i | 15 | 0%
COC(=O)C1=C(c2ccc(F)cc2F)C[C@@H]2CC[C@H]1N2C(=O)N1CCC(O)(c2ccc(Cl)cc2)CC1 | ? | -7% | 7.3µM* | ? | ? | -0.4% | ? | -78* | ?
Cn1c(O)c(C=NCCCC(=O)O)c(=O)n(C)c1=O | 2% | 16% | -2% | -8% | 17% | -0.6% | i | 5 | 11%
O=C(O)C(Cl)(Cl)Cl | 4% | -15% | -10%&0% | 3% | 7% | 0.4% | i | 18 | -5%
Cc1ccc(NC(=O)CN(C)CC(=O)Nc2cccc(F)c2)cc1[N+](=O)[O-] | -12% | 1% | 13% | -12% | 12µM* | 0.8% | i | ? | -1%
c1coc(CN2Cc3ccccc3-n3nncc3C2)c1 | 4% | -1% | . | 13% | . | 4.0% | i | 31 | .
Cc1nc2ccccc2c(=O)n1-c1ccc([N+](=O)[O-])cc1 | 22% | -8% | -2% | 5% | 13% | -0.3% | i | 41 | -3%
CC1(O)CCC2C3CCC4=CC(=O)CCC4(C)C34OC4CC21C (centres undefined) | 3% | -9% | -11% | -4% | -7% | 5.1% | i | 18 | -2%
CCCOC(=O)Nc1ccc([As](=O)(O)O)cc1NC(=O)OCCC | 3% | 14% | 0% | 0% | -7% | -0.2% | i | -12 | 3%
C#CC1(O)CCC2C3CCC4=CC(=O)CCC4=C3C=CC21C (centres undefined) | 11% | -7% | 28% | 3% | -15% | 3.9% | i | 3 | 0%
Clc1ccc(-c2nc3ccc(Cl)cn3c2CN2CCCCC2)cc1 | 7% | 1% | ? | 0% | 3% | 0.6% | ? | -20 | -4%
CC1=CC2OC3CC4OC(=O)C=CC=CC(C(C)O)OCC(O)C5(C)OC5C(=O)OCC2(CC1O)C4(C)C31CO1 (centres undefined) | 0.11µM* | -7% | 16% | 0.16µM* | 0.41µM* | -2.0% | ? | -117* | .
O=[N+]([O-])c1ccc(C(=Nc2ccccc2)N2CC2)cc1 | -4% | -17% | ? | -4% | ? | -0.5% | i | 0 | 2%
C[C@]12CCC3C(CC[C@H]4C[C@@H](O)CC[C@]34C)C1=CC[C@@H]2O (some centres undefined) | . | 2% | . | 14% | . | -1.5% | ? | 21 | .
C[C@@H]1CN([C@@H](C)CO)C(=O)CCCn2nncc2CO[C@@H]1CN(C)C(=O)Nc1ccc(N2CCCCC2)cc1 | 11% | 9% | . | 2% | . | -0.9% | i | 9 | .
COc1ccc(F)cc1CN1CCN(C(=O)CCC(=O)Nc2nnc(CC(C)C)s2)CC1 | . | 2% | 18µM* | 0% | -19% | 1.5% | i | 22 | 6%
COc1ccccc1CC1C(=O)C2CCN1CC2 (centres undefined) | -6% | 1% | -6% | 2% | . | -0.3% | i | 9 | -1%
O=C1NC(=O)N(c2cccc(Cl)c2)C(=O)/C1=C\c1ccc(Sc2nc3ccccc3[nH]2)o1 | -11% | -9% | 13% | -20% | 0% | 3.8% | i | -11 | -7%
Cc1ccc2oc(=O)n(CC(=O)c3ccc(F)cc3)c2c1 | -10% | 1% | 6% | -14% | -11% | 0.0% | i | 0 | 1%
Clc1ccccc1CN1CCN(c2cccc3[nH]ccc23)CC1 | -11% | -24% | -4% | -1% | 21% | 2.4% | i | 0 | 2%
C=CCn1c(O)c(/C=N/N2CCCCC2c2cccnc2)c(=O)[nH]c1=S (centres undefined) | -7% | 17% | -1% | -4% | 6% | -0.7% | i | 9 | 1%
Cc1ccccc1NC1=NCCCS1 | -3% | 1% | -1% | 9% | -6% | -0.3% | i | -6 | -2%
O=C(Cc1c[nH]c2ccccc12)NNCc1ccc(N(CCCl)CCCl)cc1 | ? | 4% | 25% | 5% | ? | 4.2% | i | 16 | -18%
COC(=O)C1=C(c2cccc(OCc3ccccc3)c2)C[C@@H]2CC[C@H]1N2C(=O)NCCCc1ccccc1 | -32% | -7% | 4% | ? | 21µM* | -0.3% | ? | 0 | -17%
Cc1ccc2nc3c(cc2c1)CC1(C(=O)N(C)C(=O)N(C)C1=O)C1CCCCN31 (centres undefined) | 50%[activator] | -3% | -9% | -6% | 24% | 2.3% | i | -18 | 3%
Cc1cccc(NP(=O)(Oc2ccccc2F)Oc2ccccc2F)c1C | -21% | -21% | ? | ? | ? | 0.2% | i | ? | -18%
COC(=O)c1cn(C(=O)c2cccc3ccccc23)c2ccccc12 | . | 14% | ? | 8% | -15% | -0.9% | ? | 71 | -12%
CCc1nn(CC(=O)N2CCN(Cc3ccc4c(c3)OCO4)CC2)c(=O)c2cc3occc3n12 | -7% | 23% | 0% | -5% | ? | 3.1% | i | -19 | -11%
COc1ccc(NC(=O)c2ccco2)cc1NC(=O)COc1cc(C)cc(C)c1 | -19% | -29% | . | -4% | -14% | -1.1% | ? | . | 1%
COc1ccccc1CC1/C(=N/O)C2CCN1CC2 (centres undefined) | 2% | 10% | 6% | 5% | 3% | -0.4% | i | 4 | ?
COc1cc(C(O)CN)ccc1O (centres undefined) | -1% | -6% | -24% | -6% | 5% | -0.8% | i | -4 | -4%
CN1C(=O)N(C)C(=O)C2(Cc3cc(NC(=O)c4ccccc4)ccc3N3CCCC32)C1=O (centres undefined) | -9% | 11% | 2% | -18% | 2% | -0.5% | i | 17 | 2%
O=C(c1ccccc1)N1CCC2(CC1)OCCO2 | -4% | -2% | ? | 0% | 9% | -0.7% | i | 1 | 3%
O=C(c1ccc(CNS(=O)(=O)c2ccc(Br)cc2)cc1)N1CCC2(CC1)OCCO2 | -10% | -6% | ? | 5% | ? | -0.6% | i | 25 | -8%
COC(=O)C1=C(c2cccc(OC)c2OC)C[C@@H]2CC[C@H]1N2C(=O)N1CCOCC1 | 9% | 4% | -7% | -2% | 8% | -0.1% | i | 28 | 2%

# Compound activity (PubChem)

# The list is partial. The share of hits here may be higher or lower than overall.
